Source: PubChem BioAssay (several laboratories)
human PMI inhibition: inhibitors of human PMI, primary screen, biochemical, fluorescence intensity, coupled assay (AID 1209); purified PMI enzyme, coupled fluorescence intensity; higher % means a stronger effect; inhibition, % at 20 µM, or IC50 in µM where a hit was titrated; 0.42% of 190,000 active; in the data active = inhibition above about 50%;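 also: plate controls were DMSO vehicle for no effect and wells lacking substrate for full effect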
bCat nuc transl: modulators of beta-catenin nuclear translocation, primary screen, imaging, HeLa cells, immunofluorescence, high-content. nuclear translocation activity, % at 5 µM. 0.3% of 190,000 active. AID 1665, 2009;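 active = nuclear translocation activity above 50% at 5 µM, with a well cell count of 50 or more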;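 also: per-cell ratio of nuclear to cytoplasmic median beta-catenin stain intensity; plate controls were DMSO negative control for no effect and GSK-3 inhibitor IX positive control for full effect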
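System: Human HeLa cells, endogenous beta-catenin | Compound dosing: 5 µM primary, 0.02–20 µM confirmation | Timing: 24 h compound exposure at 37°C, 5% CO2 | Measured by: Fluorescence imaging of beta-catenin antibody stain plus DAPI | Read-out basis: % activation of per-cell nuclear versus cytoplasmic median beta-catenin signal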
Lipid droplet: inhibitors of hepatocyte lipid droplet formation, primary screen, imaging, high-throughput imaging, BODIPY stain; 0.4% of 240,000 active; inhibition, % at 6.5 µM; AML12 mouse hepatocytes, oleate lipid droplets;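 active = lipid droplet intensity inhibited by at least 50%, with more than 500 cells counted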
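Assay system: AML12 mouse liver cells | Compound dosing: One dose, 6.5 µM compound | Read-out basis: Droplet intensity reduction, % inhibition | Measured by: Fluorescence imaging, 20x objective, two fields per well | Schedule: Overnight treatment with compound plus oleate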
MT stabilizer: microtubule stabilizers in HeLa cells, primary screen, imaging, high-content imaging | HeLa tubulin immunostaining HCS, 24 h; share of cells brighter than vehicle mean+2SD | AID 2205, 2009 | % tubulin-high responders, % at 10 µM | 0.83% of 200,000 active;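 active = plate Z-score above 3 for both tubulin-high and condensed-nucleus cell shares, with cell loss under 80%, at 10 µM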;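 also: anti alpha tubulin signal scored within the nucleus-defined area of each cell; some results filed as inactive read as strong as hits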
Insulin prom up: insulin promoter activators in MIN6 cells, imaging, high-content screening, mouse beta cells. AID 1625, 2009. z-score at 5 µM. 0.3% of 190,000 active. MIN6 insulin promoter-GFP reporter; stronger effect = higher value;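 active = z-score above 3 at 5 µM with at least 500 cells counted in the well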
Myeloid diff 2: induction of myeloid progenitor differentiation, primary screen, cell-based, flow cytometry, MLPCN library. 1% of 360,000 active. calls only at 10 µM. ER-HoxA9 myeloid progenitors, lysozyme-GFP differentiation. AID 624256, 2012;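 active = normalized GFP-positive differentiation at or above the plate's own cutoff, the solvent-only control mean plus 3 SD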;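 also: cells exposed to compound for four days before flow analysis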
TNAP activation fold: human TNAP enzyme activators, primary screen, biochemical, luminescent, no phosphate acceptor, uHTS (AID 1001); Alkaline phosphatase, tissue-nonspecific isozyme (Homo sapiens); 0.03% of 200,000 active; one-dose activation fold at 20 µM; EC50 in µM for titrated hits; purified TNAP, luminescent activation assay, no phosphate acceptor; higher activation fold means a stronger effect; in the data active = activation fold from about 3, or a potency from the dose series; inactive = the rest, 99 in 100 with activation fold below about 1.6; also: many of its hits are not listed in these tables
Dynein cargo inh: inhibitors of GR-EGFP nuclear translocation, primary screen, dynein cargo transport inhibitor project, imaging, high-content, 3617.4 mouse cells. test concentration mostly 20 µM; stimulated with dexamethasone, 1 µM; stronger effect = lower value. z-score, hits read low. 0.47% of 220,000 active. AID 1381, 2008;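 active = plate z-score of nuclear minus cytoplasmic receptor signal below a set negative limit, without overly bright fluorescence or cell loss, cut at about -3.5 in these data, passing the limit was not always enough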;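 also: z-score of nuclear minus cytoplasmic ring GR-EGFP intensity difference per well; some compounds called inactive have numbers as strong as hits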
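Buffer or medium – tet-free medium with charcoal-stripped serum · Signal – automated 10x imaging of fixed Hoechst-stained cells · Also added – dexamethasone agonist, 1.0 µM final, for 30 min · Incubation – induction 48 h, compound 1 h, agonist 30 min · Read-out – GR-EGFP nuclear translocation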
T cell modulator: modulators of CD8 T cell-vesicle binding, primary screen, mouse 2C CD8+ T cells, flow cytometry. calls only at 7 µM. AID 2052, 2009. 0.068% of 330,000 active. 2C CD8+ T cell-vesicle binding; stronger effect = lower value;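 active = response, share of CD8 T cells binding vesicles, and their 90th percentile fluorescence all below set limits, cut at about 80% in these data, passing the limit was not always enough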
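Read-out – percent CD8+ FL2 mean versus row control · System – murine 2C transgenic CD8+ T lymphocytes · Times – 1.5 h cell–vesicle binding at 37 °C, then 20 min icy labelling · Control set – naked vesicles low, QL9 vesicles with vehicle high · Detection – cytometric PE anti-B7-1 and Alexa647 anti-CD8 signals after 1% paraformaldehyde fixation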
Dynein cargo inh cytoplasmic EGFP: also measured in Dynein cargo inh; calls as there; z-score; measured here: cytoplasmic GR-EGFP intensity; stronger effect = higher value
Dynein cargo inh nuclear GR-EGFP: recorded beside Dynein cargo inh, whose call it bears; z-score; measured here: nuclear GR-EGFP intensity;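 lower value marks the stronger effect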
Dynein cargo inh cell count: further read-out of Dynein cargo inh, marked with its call; z-score; measured here: cell count per field
Insulin prom up cell count: second read-out of Insulin prom up, no call of its own (marks repeat the call); cell count; measured here: cytotoxicity, nuclei count;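 total cells summed across four imaged fields per well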
Lipid droplet cells 6.5 µM: recorded beside Lipid droplet, whose call it bears; cell count; measured here: cell count, cytotoxicity flag;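 cells counted across two imaged fields per well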
bCat nuc transl cell count 5 µM: second read-out of bCat nuc transl, no call of its own (marks repeat the call); cell count; measured here: cell count, cytotoxicity flag
T cell modulator vesicle-bound %: recorded beside T cell modulator, whose call it bears; double positive events, %; measured here: CD8+ vesicle-bound cell fraction;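 binding gate set so that unloaded-vesicle control wells show 10% double positive cells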
MT stabilizer Hoechst-high %: second read-out of MT stabilizer, no call of its own (marks repeat the call); % Hoechst-high responders; measured here: nuclear condensation Hoechst responders;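 share of cells brighter than vehicle mean plus two SD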
MT stabilizer cytotoxicity %: second read-out of MT stabilizer, no call of its own (marks repeat the call); toxicity, %; measured here: cytotoxicity by cell density;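 0% = mean cell density of plate MIN control wells and 100% = no cells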
Myeloid diff 2 GFP+ MAC1+ %: second read-out of Myeloid diff 2, no call of its own (marks repeat the call); GFP+ MAC1+ double positive, %; measured here: differentiation confirmed by MAC1 staining
Active calls of the source: *; i = inactive; · = no result given; + = active, no number.

SMILES	human PMI inhibition	bCat nuc transl	bCat nuc transl cell count 5 µM	Lipid droplet	Lipid droplet cells 6.5 µM	MT stabilizer	MT stabilizer Hoechst-high %	MT stabilizer cytotoxicity %	Insulin prom up	Insulin prom up cell count	Myeloid diff 2	Myeloid diff 2 GFP+ MAC1+ %	TNAP activation fold	Dynein cargo inh	Dynein cargo inh cytoplasmic EGFP	Dynein cargo inh nuclear GR-EGFP	Dynein cargo inh cell count	T cell modulator	T cell modulator vesicle-bound %
C=CCNC(=O)C1CCN(S(=O)(=O)c2ccc(Br)cc2)CC1	2%	-2.0	712	·	·	4.8	2.9	1.9	3.1*	1122*	i	0.8	1.1	0.8	-0.29	0.19	-0.24	i	51
COC(=O)c1ccc(COc2cccc3c2CCN(Cc2cccc(C)c2)C3=O)o1	0%	-1.1	1112	-2	717	2.4	1.2	4.6	-0.09	1457	i	0.8	1.1	-0.4	-0.25	-0.41	0.36	i	19
COc1ccc(NC(=O)c2ccc(NC(=O)CN(C)CC(=O)Nc3c(C)cccc3C)cc2)cc1	·	-0.3	1102	-6	756	·	·	·	·	·	i	0.6	·	2.3	-0.26	0.8	0.25	i	44
CCc1ccc(C(=O)N2CCCC2)s1	-2%	-0.3	1058	-12	595	2.3	1.4	8.5	0.22	1760	i	1.2	0.9	-0.48	-0.22	0.01	0.11	i	56
Cc1ccc2cc(C(c3nnnn3C3CCCC3)N3CCN(c4ccccc4)CC3)c(=O)[nH]c2c1 (stereo not drawn)	-3%	-4.0	1302	8	767	4.2	1.2	0.1	-1.6	1229	i	1.8	1.1	-0.7	-0.33	-0.06	1.2	i	32
Cc1nc2c(-c3ccc(F)cc3)c(C)nn2c(C)c1CCC(=O)NCc1ccco1	0%	·	·	·	·	3.5	2.8	6.1	-0.07	851	i	2.0	1.1	-0.014	-0.0054	0.11	0.095	i	32
Cc1ccccc1OCC(=O)Nc1nnc(C2CCCCC2)s1	·	0.7	1388	6	764	·	·	·	0.16	1106	i	0.8	·	-0.77	-0.3	-0.57	0.81	i	13
C=CCNC(=S)Nc1cccc(NC(=S)NCC=C)c1	8%	0.0	1104	-3	598	3.1	2.2	2.0	-0.46	1063	i	0.2	1.1	-0.57	-0.23	-0.32	0.76	i	48
CC(C)(C)c1ccc(C(CC(=O)O)NC(=O)CSc2ccccc2)cc1 (stereo not drawn)	-5%	0.3	1118	22	683	2.8	2.0	6.8	·	·	i	0.0	1	-0.11	-0.31	-0.022	0.55	i	11
CCOC(=O)C(C)(C)N(Cc1ccccc1C)S(=O)(=O)c1ccc(Cl)c([N+](=O)[O-])c1	10%	-1.6	613	·	·	5.0	2.0	7.4	-0.17	1335	i	1.0	1.1	-2	-0.13	-0.51	1.3	i	29
Cc1ccc(-n2nc3cc(C)c(NC(=O)c4cccnc4)cc3n2)cc1	-3%	-6.1	567	-11	730	4.3	2.9	4.3	0.31	1451	+	5.5*	1.1	1	-0.14	0.39	0.73	i	31
O=C(COc1ccc(/C=N/NC(=O)c2ccccc2O)cc1)Nc1ccc([N+](=O)[O-])cc1	11%	-0.8	1011	-2	621	4.4	2.0	4.8	-0.39	1074	i	0.4	1.2	-0.89	-0.26	-0.72	0.69	i	42
O=C(Cc1ccccc1)NCCC1=CCCCC1	-10%	-2.0	596	8	769	1.8	1.9	4.9	0.91	1269	i	0.2	1	-0.8	-0.21	0.41	0.16	i	47
COc1ccc(Nc2nc(-c3ccccc3)c3ccccc3n2)cc1	7%	1.3	1131	12	552	5.0	2.2	7.7	-0.06	1422	i	0.7	0.8	0.68	-0.23	0.48	-0.88	i	43
COC(=O)c1[nH]c2cc(OC)c(OC)cc2c1NC(=O)CN1CCN(Cc2ccccc2)CC1	-1%	-0.2	948	·	·	·	·	·	-2	1201	·	·	1.1	·	·	·	·	·	·
CC(C)C(C(=O)Nc1cccnc1)N1C(=O)c2ccccc2C1=O (stereo not drawn)	8%	-0.4	1083	12	724	2.2	1.7	4.6	-0.14	1207	i	0.6	1.1	1.9	0.0013	0.8	-0.45	i	18
COc1ccc(N2CCN(C(=O)Cn3cnc4c(cnn4-c4ccc(C)cc4)c3=O)CC2)cc1	2%	-0.2	1058	-16	575	3.8	2.1	2.8	-0.58	1279	i	0.6	1.1	2.6	-0.064	1.9	-2	i	50
COc1cc(O)c(CCO)c2c1C(=O)C[C@@H](C)O2	7%	-1.9	1095	-1	734	2.7	2.2	9.4	0.15	1356	i	3.0	1.1	0.12	-0.29	0.22	0.26	i	32
C/C(=N\Nc1nc(N2CCCCC2)nc(N2CCOCC2)n1)c1cccs1	11%	-2.4	1116	2	702	1.6	1.4	4.3	0.82	1085	i	0.2	1	-0.2	-0.035	-0.0032	-0.37	i	28
COc1nc(N2CCCC2)nc(-n2nnc(C(C)=O)c2C)n1	-12%	-0.2	1039	4	775	1.0	1.8	6.6	0.74	1267	i	0.7	1.1	0.69	-0.29	0.068	0.16	i	36
CCOC(=O)N1CCN(c2cc(N3CCN(CC)CC3)c(F)cc2[N+](=O)[O-])CC1C (stereo not drawn)	0%	2.2	1325	·	·	0.2	0.8	7.9	-1.6	871	i	4.4	1	-0.15	-0.19	-0.17	-0.0098	i	50
CCn1c(=O)cc(SCC(=O)Nc2cccnc2)c2ccccc21	8%	0.4	1003	-9	669	3.5	2.7	4.9	-0.6	1916	i	6.1	1.1	-0.45	-0.23	-0.36	-0.15	i	20
O=[N+]([O-])c1cccc(C=Nc2cc3c(cc2Br)OCCO3)c1	2%	-3.2	1176	24	604	7.6	2.1	4.8	0.12	1410	i	0.5	1.1	0.51	-0.053	0.88	-2	i	50
COc1ccccc1Nc1nc(-c2ccc([N+](=O)[O-])cc2)nc2ccccc12	·	·	·	·	·	3.9	2.7	4.6	·	·	i	1.4	·	-1.1	0.15	-0.76	1.2	i	9
NC(=S)c1cc2ccc(O)cc2oc1=O	-10%	-0.3	1386	·	·	2.4	1.4	4.6	1	1566	i	1.3	1.2	-0.54	-0.19	-0.4	-0.2	·	·

The list continues:
SMILES	human PMI inhibition	bCat nuc transl	bCat nuc transl cell count 5 µM	Lipid droplet	Lipid droplet cells 6.5 µM	MT stabilizer	MT stabilizer Hoechst-high %	MT stabilizer cytotoxicity %	Insulin prom up	Insulin prom up cell count	Myeloid diff 2	Myeloid diff 2 GFP+ MAC1+ %	TNAP activation fold	Dynein cargo inh	Dynein cargo inh cytoplasmic EGFP	Dynein cargo inh nuclear GR-EGFP	Dynein cargo inh cell count	T cell modulator	T cell modulator vesicle-bound %
CCOc1ccc(N2CCc3c(C)nc(SC)nc32)cc1	-2%	125*	204*	-21	688	31*	6.0*	71*	-1.6	1316	i	0.6	1.1	-1.3	4.6	-0.048	-0.33	i	65
COc1ccc(CCN=C(N)NS(=O)(=O)c2ccc(C)c(C)c2)cc1	-5%	0.3	1105	-43	695	2.0	2.2	5.7	0.12	1267	i	0.1	1.1	-0.22	-0.24	-0.29	0.24	i	31
Cc1ccc(C)c(OC(=O)c2ccncc2)c1	3%	1.1	956	4	804	3.0	1.8	4.7	0.85	1108	i	0.5	1.1	-0.22	-0.2	0.27	-0.46	i	25
CC(=O)Nc1nc(CC(C)C)cc(-c2ccccc2)c1C#N	·	0.3	1286	2	722	·	·	·	0.03	1477	i	0.5	·	0.073	-0.28	-0.047	0.64	i	31
Cc1cccc(NC(=O)CN(C)S(=O)(=O)c2ccc(Cl)cc2)n1	-4%	-4.2	993	·	·	4.2	1.6	5.9	-0.47	1199	i	3.7	1.2	2.1	-0.19	1.7	-0.52	i	39
C=CCNC(=S)NNC(=O)c1ccc(OCC)cc1	10%	-1.1	815	·	·	2.5	1.9	6.2	0.7	1229	i	5.7	2.9	-0.25	-0.19	0.28	1	i	10
CC(C)(Nc1ccccc1)C(=O)c1ccccc1	-6%	-3.2	593	-6	601	4.5	2.3	3.1	-0.16	1283	i	0.7	1	2.1	-0.3	0.71	-0.68	i	22
NC(=O)C1CCN(c2ccnc3cc(Cl)ccc23)CC1	3%	1.4	1059	-17	681	2.3	2.3	4.7	-0.06	1581	i	0.6	1.1	-0.45	-0.32	-0.12	1	i	5
CCCOc1ccc(C2C(C#N)=C(N)Oc3nc[nH]c(=O)c32)cc1OC (stereo not drawn)	0%	-7.0	905	·	·	4.2	2.6	5.8	0.93	1109	i	0.9	1	-0.71	-0.14	-0.19	0.98	i	29
CCCCOc1[nH]c2nc(-c3ccco3)n(Cc3ccco3)c(=N)c2c1C#N	-10%	0.7	1044	3	687	0.7	1.3	8.7	-0.6	1806	i	1.0	1.1	-0.69	0.18	-0.4	0.59	i	16
